HKDC1 inhibitor = inhibitors of human hexokinase HKDC1 | Q2TB90 | recombinant HKDC1, G6PDH/diaphorase resazurin coupled fluorescence | inhibition, % at 20 µM | 340,000 compounds, 0.16% hits | AID 493160;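 active = inhibition above about 35% when tested at 20 µM, limit read from the data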;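 also: plate controls were DMSO wells with enzyme for no effect and DMSO wells lacking enzyme for full effect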
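test system = in-house recombinant HK5 (HKDC1) enzyme | amount = HKDC1 at 5 µg/mL | control set = DMSO-enzyme wells negative, buffer-substituted wells positive | compound = one dose of 20 µM, 1% DMSO | schedule = reaction time 90 min, room temperature, protected from light | technique = resorufin fluorescence at 613 nm | reagent = glucose with 1 mM ATP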
SENP8 block-1 = blocks the human protease SENP8 | Q96LD8 | purified SENP8, Z-RLRGG-aminoluciferin cleavage, luminescence | inhibition, % at 10 µM | 330,000 compounds, 1.2% hits | AID 2540; in the data active = inhibition above about 50%
SENP7 block = inhibitors of human SENP7 protease. Q9BQF6. recombinant SENP7, Z-RLRGG-aminoluciferin luminescence, 40 min. inhibition, % at 5 µM. 330,000 compounds, 1.5% hits. AID 434973;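 active = inhibition above about 50% at the single test dose, limit read from the data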;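 also: plate controls were DMSO with enzyme for no effect and no enzyme buffer wells for full effect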
Target sequence (Q9BQF6 706-1050 limits assumed): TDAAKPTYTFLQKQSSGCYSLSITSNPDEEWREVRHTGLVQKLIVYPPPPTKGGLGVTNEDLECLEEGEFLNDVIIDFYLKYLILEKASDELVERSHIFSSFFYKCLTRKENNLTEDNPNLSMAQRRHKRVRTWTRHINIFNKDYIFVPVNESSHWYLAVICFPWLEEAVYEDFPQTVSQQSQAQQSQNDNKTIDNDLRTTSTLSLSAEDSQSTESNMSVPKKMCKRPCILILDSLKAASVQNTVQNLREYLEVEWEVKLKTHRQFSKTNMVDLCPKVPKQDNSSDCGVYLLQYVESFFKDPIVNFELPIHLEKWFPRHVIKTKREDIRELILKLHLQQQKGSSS
SENP1 FRET inh = blocks the human SENP1 SUMO protease catalytic domain; Q9P0U3; 360,000 compounds, 0.21% hits; inhibition, % at 10 µM; AID 624204; recombinant SENP1 catalytic domain, CyPet-SUMO1-YPet FRET cleavage;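 active = inhibition at least 30% at 10 µM, raw YFP signal under a set limit, fluorescence ratio 0.5 to 1.5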;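 also: 0% = enzyme with DMSO and 100% = no enzyme wells; some results filed as inactive read as strong as hits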
Target sequence (Q9P0U3 419-644 limits assumed): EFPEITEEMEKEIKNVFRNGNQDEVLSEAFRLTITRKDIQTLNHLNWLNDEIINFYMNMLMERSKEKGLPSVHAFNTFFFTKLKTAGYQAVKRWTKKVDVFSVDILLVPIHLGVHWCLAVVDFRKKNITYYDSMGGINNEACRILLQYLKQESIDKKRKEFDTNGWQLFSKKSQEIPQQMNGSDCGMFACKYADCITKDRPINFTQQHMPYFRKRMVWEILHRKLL
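material = recombinant human SENP1 catalytic domain, His6-tagged | quantity = 20 pM enzyme | reagent = 25 nM SUMO1 FRET substrate | compound dosing = 10 µM single point, 0.5% DMSO | timing = 50 min enzyme reaction, room temperature, light-protected | detection = FRET, CFP and YFP emission | control set = no-enzyme low, enzyme-DMSO high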
PfG6PD inh = PfG6PD (Plasmodium falciparum) enzyme inhibition. inhibition, % at 20 µM. 350,000 compounds, 0.78% hits. PfGluPho enzyme, NADPH resazurin-diaphorase fluorescence;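 active = inhibition reaching at least a set limit at 20 µM in the primary screen, cut at about 59% in these data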;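 also: 0% = DMSO wells with substrate and 100% = DMSO wells lacking glucose-6-phosphate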
SENP6 block = inhibitors of human SENP6 protease; Recombinant SENP6 catalytic domain, aminoluciferin luminescence; inhibition, % at 10 µM; 330,000 compounds, 1.8% hits; AID 2599;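 active = inhibition above about 50% at the single tested dose, limit read from the data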;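 also: plate controls were DMSO wells with enzyme for no effect and DMSO wells lacking enzyme for full effect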
Target sequence (Q9GZR1 628-1112 limits assumed): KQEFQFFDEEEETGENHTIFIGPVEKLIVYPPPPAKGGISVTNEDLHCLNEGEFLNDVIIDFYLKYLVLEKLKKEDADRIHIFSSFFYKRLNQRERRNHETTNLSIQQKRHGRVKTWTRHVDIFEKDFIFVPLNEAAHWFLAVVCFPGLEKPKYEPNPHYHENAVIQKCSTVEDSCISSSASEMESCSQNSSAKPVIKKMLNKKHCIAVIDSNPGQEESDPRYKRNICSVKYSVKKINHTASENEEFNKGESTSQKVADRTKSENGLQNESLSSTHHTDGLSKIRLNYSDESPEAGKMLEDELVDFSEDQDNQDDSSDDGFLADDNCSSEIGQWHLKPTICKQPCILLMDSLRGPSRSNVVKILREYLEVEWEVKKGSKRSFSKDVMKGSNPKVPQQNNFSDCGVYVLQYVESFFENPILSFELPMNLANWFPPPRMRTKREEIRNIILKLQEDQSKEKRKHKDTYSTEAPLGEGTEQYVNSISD
Apaf1 inhib = human Apaf-1 inhibition. O14727. reconstituted apoptosome caspase-3 activity, DEVD-Rh110 fluorescence. inhibition, % at 20 µM. 330,000 compounds, 0.71% hits. AID 489030; active = inhibition of at least 40% at 20 µM;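 also: plate controls were DMSO wells for no effect and DEVD-CHO caspase inhibitor wells for full effect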
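System: Apoptosome proteins | Medium: Hepes pH 7.5 with detergent and BSA | Also added: Cytochrome c trigger plus (Z-DEVD)2-Rh110 caspase-3 substrate | Incubation: 30 min compound preincubation, 50 min activation, room temperature | Detection: Rhodamine 110 fluorescence at Ex 480/Em 540 nm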
SENP8 block-2 = SENP8 (human) protease inhibition; Q96LD8; recombinant SENP8, Nedd8 substrate fluorescence; inhibition, % at 20 µM; 360,000 compounds, 0.64% hits; AID 602440; in the data active = inhibition mostly above about 40%, no sharp cut-off; inactive = mostly below about 27%
An asterisk follows results filed as active; · = not tested or not shown.

SMILES | HKDC1 inhibitor | SENP8 block-1 | SENP7 block | SENP1 FRET inh | PfG6PD inh | SENP6 block | Apaf1 inhib | SENP8 block-2
CCOc1ccccc1NC(=O)CC1Nc2ccccc2NC1=O (stereo not drawn) | -2 | 0 | -13 | -50 | -13 | -13 | 8 | -57
CCOC(=O)C1=C(C)N=c2s/c(=C3\C(=O)Nc4ccccc43)c(=O)n2C1c1ccc2c(c1)OCO2 (stereo not drawn) | -4 | 6 | 3 | -7 | 6 | -2 | 12 | 18
O=C(Nc1nc2c(F)cc(F)cc2s1)c1ccccn1 | 1 | 64* | 93* | -8 | 2 | 70* | -5 | -8
CC(C)CN(C1CCS(=O)(=O)C1)S(=O)(=O)c1ccc(C(C)C)cc1 (stereo not drawn) | -5 | -12 | 0 | 1 | 0 | -6 | 7 | 2
CC1(C)CNC(=O)c2sc(N3CCOCC3)nc2C1 | -15 | 1 | 7 | 0 | -5 | 11 | -15 | 10
Cc1ccc(S(=O)(=O)N/N=C\c2cn(CC(N)=O)c3ccccc23)cc1 | -3 | 0 | 6 | 1 | 7 | -1 | 5 | 5
CCN(CC)C(=O)Oc1cc2c(-c3cc4cccc(OC)c4o3)cc(=O)oc2cc1C | 7 | 8 | -1 | -1 | 24 | -7 | 10 | -185
Cc1ccc(C(=O)Nc2cccc(O)c2)cc1S(=O)(=O)N1CCCCCC1 | -5 | 2 | 8 | 1 | 2 | 7 | 13 | 9
OCCNC1=NCCN1 | -7 | 3 | -2 | 2 | -3 | 19 | -3 | 20
O=C1c2cccc3c(Cl)ccc(c23)C(=O)N1O | -3 | -6 | -2 | 3 | -1 | -30 | 9 | 16
COc1ccc2nnc(-c3ccc(C(F)(F)F)cc3)n2n1 | 2 | -4 | 1 | -3 | 24 | -19 | 4 | -37
Cc1ccc(-n2c(SCC(=O)NCc3ccco3)nc3sc4c(c3c2=O)CC(C)(C)SC4)cc1 | -3 | -12 | 0 | 0 | 13 | -10 | 14 | -159
COc1ccc(NC(=O)CSc2nc(C(C)C)nc3c2c(=O)n(C)c(=O)n3C)c(OC)c1 | -9 | -1 | 8 | 1 | 14 | -7 | 5 | -5
Cc1ccc(N2CC(C(=O)N3CCC(C(=O)NC(C)(C)C)CC3)CC2=O)cc1 (stereo not drawn) | -8 | -6 | -5 | 0 | -20 | -14 | 13 | 0
Cc1ccc(-n2cc(CN3CCN(Cc4nccn4C)CC3)c(-c3cccc(C)c3)n2)cc1 | 15 | -11 | -6 | -2 | -5 | -15 | 35 | -4
Cc1sc2nc(COC(=O)c3ccc(O)cc3)[nH]c(=O)c2c1C | 0 | -4 | -4 | 1 | -5 | -20 | -16 | 11
O=C1CN(C(=O)COC(=O)c2cnc(Cl)c(Cl)c2)c2ccccc2N1 | 2 | 1 | -2 | -1 | 6 | -4 | 0 | 6
Cc1cc(N=Cc2c(O)n(-c3cccc(C(F)(F)F)c3)c(=O)c3ccccc23)no1 | -10 | 3 | 7 | -35 | -3 | -8 | -3 | -94
CCCn1nc(C(=O)NC2CCCCCC2)c2ccccc2c1=O | 3 | 0 | -4 | 1 | -4 | -12 | 6 | 13
CCN1C(=O)CC(NCc2ccc3c(c2)OCO3)C1=O (stereo not drawn) | -8 | -5 | -2 | 3 | -2 | -19 | -13 | 16
CN1CCN(C(=O)C2CCCN(S(=O)(=O)c3ccc(F)cc3)C2)CC1 (stereo not drawn) | 1 | -2 | -3 | 1 | -14 | 9 | 1 | 7
CN1C(=O)C2(c3ccccc31)c1c(oc3ccccc3c1=O)C(=O)N2CCO (stereo not drawn) | -3 | -1 | -4 | 1 | 9 | -8 | -14 | 20
CCc1c(C)sc(NC(=O)Cn2nc(C(F)(F)F)c3c2CCCC3)c1C#N | 9 | 0 | -7 | -4 | 43 | -14 | 6 | 15
CC(C)CN1CCN(Cc2cnc(N3CCOCC3)s2)CC1CCO (stereo not drawn) | -2 | 1 | 7 | -1 | 7 | -14 | -4 | 1
CCCC1=Nc2cc(C(=O)NCCCN3CCN(C)CC3)ccc2Sc2ccccc21 | -4 | 4 | -7 | 0 | 20 | 1 | 7 | 26
COc1ccccc1CNC(=O)Cn1nc(C)c([N+](=O)[O-])c1C | 0 | 0 | -4 | 0 | -1 | 5 | -9 | 20
COc1ccccc1C(=O)N/C(=C\c1cn(S(=O)(=O)N(C)C)c2ccccc12)C(=O)N1CCCC1 | -1 | -10 | 0 | -2 | 4 | -6 | 13 | -15
Cn1c(CN2CCOCC2)c(C#N)c2ccccc21 | 8 | -12 | -6 | 6 | -23 | -2 | -14 | 10
CCCC(C)C(=O)Nc1ccc(S(N)(=O)=O)cc1 (stereo not drawn) | -6 | -6 | 10 | -1 | -12 | 0 | -1 | 0
CCOC(=O)c1c(C)[nH]c(C)c1C(=O)COc1ccc(NC(=O)c2ccco2)cc1 | 0 | 3 | -4 | 1 | -16 | 4 | 7 | 31

Some values from the results shown.
CN1C(=O)C2(c3ccccc31)c1c(oc3ccccc3c1=O)C(=O)N2CCO (stereo not drawn) in Apaf1 inhib reads -14
CCc1c(C)sc(NC(=O)Cn2nc(C(F)(F)F)c3c2CCCC3)c1C#N in SENP6 block reads -14
COc1ccccc1C(=O)N/C(=C\c1cn(S(=O)(=O)N(C)C)c2ccccc12)C(=O)N1CCCC1 in SENP8 block-1 reads -10

Remaining list, next part.
SMILES | HKDC1 inhibitor | SENP8 block-1 | SENP7 block | SENP1 FRET inh | PfG6PD inh | SENP6 block | Apaf1 inhib | SENP8 block-2
Cc1cccc(OCCCCCN2CCOCC2)c1C | -2 | -3 | -2 | 0 | -3 | -26 | -2 | 18
Nc1nc(CSc2ncn(-c3ccccc3)n2)cs1 | 6 | -1 | 4 | 2 | 6 | -5 | -14 | 8
COc1ccc(NC2C=CS(=O)(=O)C2)c(OC)c1 (stereo not drawn) | -3 | 3 | -1 | -14 | 15 | -2 | -25 | 9
CCCn1nc([N+](=O)[O-])c(C(C#N)c2nc3ccccc3o2)c(Cl)c1=O (stereo not drawn) | 0 | 6 | -6 | 2 | -1 | 8 | 24 | 43*
CCN(CC)c1nc(N2CCOCC2)c(C#N)c2c1CN(C)CC2 | 0 | -8 | -6 | -21 | -9 | -20 | 7 | -136
O=C(Nc1nc(-c2ccncc2)cs1)C1COc2ccccc2O1 (stereo not drawn) | -23 | 1 | -5 | 1 | 82* | -6 | 1 | 22
COc1ccc(NC(=O)NNC(=O)COc2ccc3ccccc3c2)cc1OC | -6 | -2 | -4 | 1 | 3 | 6 | -1 | 16
CCOc1ccc(N2C(=O)C(C)CNC2=S)cc1 (stereo not drawn) | -5 | · | · | 0 | 8 | · | · | -2
O=[N+]([O-])c1nn(-c2ccccc2)[n+]([O-])c1N1CCN(c2ccccc2)CC1 | -7 | -4 | -6 | 1 | -6 | -10 | -9 | 1
O=C(CCCN1C(=O)c2ccccc2C1=O)Nc1nnc(C2CC2)s1 | 4 | -3 | -3 | 0 | -16 | -30 | -3 | 6
CCOC(=O)c1ccc(N2N=C(C)/C(=C/C=C/c3ccco3)C2=O)cc1 | -1 | 17 | -4 | 0 | -6 | 12 | 34 | 25
O=S(=O)(O)Oc1c[nH]c2ccccc12 | · | 23 | 9 | · | · | 22 | 34 | ·
Cc1ccc(NC(=O)c2cccs2)cc1S(=O)(=O)N(C)C | -13 | -2 | -2 | -11 | -6 | -30 | -1 | -9
CCC(=O)c1ccc(OCC(O)CN(CCc2ccccc2)Cc2ccccc2)cc1 (stereo not drawn) | 8 | -5 | -15 | -1 | 41 | -18 | 4 | 25
COc1ccc(CCN2CC(C(=O)N3CCSCC3)CCC2=O)cc1 (stereo not drawn) | -8 | -8 | -9 | 1 | -3 | -16 | 3 | -5

Entries from the list above that have two or more sulfur atoms, in the order listed:
SMILES | HKDC1 inhibitor | SENP8 block-1 | SENP7 block | SENP1 FRET inh | PfG6PD inh | SENP6 block | Apaf1 inhib | SENP8 block-2
CC(C)CN(C1CCS(=O)(=O)C1)S(=O)(=O)c1ccc(C(C)C)cc1 (stereo not drawn) | -5 | -12 | 0 | 1 | 0 | -6 | 7 | 2
Cc1ccc(-n2c(SCC(=O)NCc3ccco3)nc3sc4c(c3c2=O)CC(C)(C)SC4)cc1 | -3 | -12 | 0 | 0 | 13 | -10 | 14 | -159
Nc1nc(CSc2ncn(-c3ccccc3)n2)cs1 | 6 | -1 | 4 | 2 | 6 | -5 | -14 | 8
Cc1ccc(NC(=O)c2cccs2)cc1S(=O)(=O)N(C)C | -13 | -2 | -2 | -11 | -6 | -30 | -1 | -9

(cont.)
SMILES | HKDC1 inhibitor | SENP8 block-1 | SENP7 block | SENP1 FRET inh | PfG6PD inh | SENP6 block | Apaf1 inhib | SENP8 block-2
COc1ccc(CN(C(=O)c2cc3ccccc3oc2=O)C2CCS(=O)(=O)C2)cc1OC (stereo not drawn) | -7 | 5 | -8 | -1 | -10 | -9 | 10 | 5
CN(C(=O)c1cccc(S(=O)(=O)N2CCOCC2)c1)c1c(N)n(Cc2ccccc2)c(=O)[nH]c1=O | 1 | 5 | -2 | -3 | -8 | -5 | -7 | 17
CCOC(=O)c1nnn(-c2nonc2-n2cccc2)c1CCl | 9 | -1 | -2 | 0 | -8 | -14 | -7 | -64
Cc1cc(C)c(C(=O)c2ccc(C(=O)N3CCCCC3)cc2)c(C)c1 | -1 | 2 | -7 | 2 | -10 | -2 | 7 | 6
O=C(O)/C=C/C(=O)NC1CCC(CC2CCC(NC(=O)/C=C/C(=O)O)CC2)CC1 (stereo not drawn) | 2 | -7 | -12 | 0 | -11 | -7 | 16 | 4
CCCCCc1nnc(NC(=O)CS(=O)(=O)Cc2ccccc2)s1 | -11 | 0 | 18 | 2 | -19 | 5 | 9 | 5
CC(C)CCn1c(Oc2ccc(Cl)cc2)nc2c1c(=O)n(C)c(=O)n2C | 2 | -2 | -1 | 4 | 9 | 1 | 12 | 28
CCOC(=O)c1ccccc1NC(=O)CN(c1ccccc1C)S(C)(=O)=O | 3 | -11 | -6 | 4 | -3 | -6 | -3 | 6
CCCc1nc(SCC(=O)Nc2ccccc2OC)c2c(=O)n(C)c(=O)n(C)c2n1 | -3 | 1 | -1 | 2 | -4 | -6 | 31 | 10
Clc1ccc(-n2ncc3c(NCc4ccc5c(c4)OCO5)ncnc32)cc1 | -2 | -3 | 3 | -77 | 1 | -2 | -5 | -7
CC(=O)C1C(=O)c2c(cccc2[N+](=O)[O-])C1=Nc1ccc(S(N)(=O)=O)cc1 (stereo not drawn) | -2 | 4 | 13 | 3 | 4 | -9 | 5 | 19
CCC(=NCCN1CCNCC1)C1=C(O)CC(C)(C)CC1=O | -12 | -1 | 0 | -1 | -10 | -17 | -1 | 1
Cc1cc(C)n(C(=O)Cc2cn3ccsc3n2)n1 | 3 | -1 | 12 | 0 | 6 | 12 | -2 | 5
Cc1nc(NCC2CCCO2)[nH]c(=O)c1CCC(C)C (stereo not drawn) | -2 | -6 | -8 | 0 | 2 | -16 | 5 | 16
COC(=O)c1ccccc1NC(=O)CSc1nncn1C | -7 | -3 | 6 | 0 | -6 | -6 | 4 | 8
Cc1ccc(Cl)cc1NC(=O)c1ccccc1OCC(=O)N1CCOCC1 | -2 | -11 | -2 | -1 | 0 | -3 | 5 | 2
COC(=O)C(C)NC(=O)C12CC3CC(C1)CC(c1ccc(C)cc1)(C3)C2 (stereo not drawn) | -2 | -2 | -9 | 2 | -10 | 1 | 11 | 2
O=C(c1ccco1)N1CCN(c2ccc(Cl)cc2)CC1 | 3 | -5 | 9 | 4 | -11 | -29 | 4 | 19
Cc1ccc(NC(=O)CSc2nnc(Cn3cnc4ccccc43)o2)cc1 | -4 | -9 | -4 | 0 | 9 | -13 | 3 | 16
